# IL1B secr inh – qHTS for Inhibitors of Inflammasome Signaling: IL-1-beta AlphaLISA Primary Screen | THP-1 LPS/ATP IL-1B secretion, AlphaLISA, 16 h; stronger effect = lower value | activity change, % at 57.5 µM | 360,000 tested, 4.7% active; in the data active = activity change below about -50%; inconclusive = mostly about -30% to -49%; note: % is set by controls: 0 for no effect and ±100 for the full control effect
#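 Secreted IL-1B measured by AlphaLISA bead assay after 16 h compound exposure of THP-1 cells; compounds (final up to 57.5 uM) added 1 h before LPS (250 ng/mL) and ATP (1.25 mM) stimulation; lower signal means less secretion.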
# KB-3-1 tox – qHTS assay for MDR1-selective chemotherapeutics: Primary screen using the parental adenocarcinoma cell KB-3-1; KB-3-1 viability, CellTiter-Glo ATP luminescence, 72 h; Potency, µM (highest dose often 46.1 µM), for inactives: at the highest dose activity change, negative = cytotoxic, hits mostly cytotoxic; 400,000 tested, 1.4% active; AID 1347075, 2019; note: potency is the fitted concentration of half-maximal effect; % is set by controls: 0 for no effect and ±100 for the full control effect; nearly all actives have a fitted effect of over 60% in size
#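 Screening of KB-3-1 cells (DMEM, 10% FBS, phenol-red free) ran from lowest to highest compound concentration; after 72 h at 37 °C viability was read luminescently and curves fitted.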
# ATXN viability – Viability Counterscreen for Primary qHTS for Inhibitors of ATXN expression; S2 cells (HEK-293 line with an ATXN2-luciferase reporter) viability, CellTiter-Fluor protease fluorescence, 24 h; Potency, µM (top dose mostly 56.7 µM), usual class: cytotoxic; 400,000 tested, 0.49% active; AID 651635, 2014; note: potency is the fitted concentration of half-maximal effect; nearly all actives have a fitted effect of over 40% in size
# HT1080 IDH1KD tx – qHTS for induction of synthetic lethality in tumor cells producing 2HG: qHTS for the HT-1080-IDH1KD cell line. HT-1080 IDH1 knockdown viability, ATP luminescence, 48 h. Potency, µM (highest dose often 46.1 µM), without a hit: top-dose activity, negative = toxicity, usual class: cytotoxic. 360,000 tested, 2% active;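 note: potency is the fitted concentration of half-maximal effect; 0% = DMSO wells and -100% = cell-free medium wells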
#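 CellTiter-Glo luminescence after 48 h compound exposure at 37 degrees C of IDH1-knockdown HT-1080 cells in 5% FBS RPMI. %Activity scaled between DMSO wells and cell-free media wells, with curves fitted and assigned curve classes.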
# MCF10A rerep – A quantitative high throughput screen for small molecules that induce DNA re-replication in MCF 10a normal breast cells. MCF 10A DNA re-replication, Hoechst nuclear intensity, 48 h. Potency, µM (series often up to 46.1 µM), without a hit: at the highest dose activity, positive = re-replication, actives largely listed as activators. 350,000 tested, 2.9% active; note: potency is the fitted concentration of half-maximal effect; % of control where 0% means no effect; nearly all actives have a fitted effect of over 50% in size
# HepG2 viability – qHTS for Inhibitors of TGF-b: Cytotox Counterscreen; HepG2 CAGA-GFP viability, ATP luminescence, 18 h; Potency, µM (doses to about 46.1 µM), inactives show at the top dose activity change, negative = cytotoxicity, usual class: cytotoxic; 410,000 tested, 0.76% active; AID 588856, 2011; note: potency is the fitted concentration of half-maximal effect; some results filed as inactive show a strong effect at the top dose
#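 CellTiter-Glo luminescence gave cytotoxicity after 18 hours at 37 degrees C. The cells were HepG2 CAGA-GFP in 1% FBS DMEM, stimulated with 500 pg/mL TGF-beta after compound addition. %Activity was normalised to no-cell wells (complete cell-killing) and DMSO (no toxicity), and curves were fitted and classified.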
# SW480 rerep – A quantitative high throughput screen for small molecules that induce DNA re-replication in SW480 colon adenocarcinoma cells; SW480 DNA re-replication, Hoechst DNA content imaging, 48 h; Potency, µM (top dose mostly 46.1 µM), for the others: top-dose re-replication activation, actives largely listed as activators; 340,000 tested, 1.8% active; AID 624297, 2012; note: potency is the fitted concentration of half-maximal effect; % of control where 0% means no effect; nearly all actives have a fitted effect of over 55% in size
#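 Image-based DNA-content assay: after two days of treatment, nuclei were labelled with the DNA dye Hoechst and imaged, and hits were compounds raising the count of nuclei showing high fluorescence intensity.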
# ATXN2 expr inh – Primary qHTS for Inhibitors of ATXN expression | AID 1745845, 2022 | Potency, µM (titrated, usually from 57 µM), without a hit: top-dose activity change, negative = inhibition, usual class: inhibitors | 360,000 tested, 0.72% active | HEK-293 ATXN2-luciferase reporter, luminescence, 24 h; note: potency is the fitted concentration of half-maximal effect; % is set by controls: 0 for no effect and ±100 for the full control effect; nearly all actives have a fitted effect of over 55% in size
#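 qHTS (up to 57 uM final) was run with 24 h compound exposure of reporter cells at 37 °C. Each well was multiplexed: SteadyGlo luminescence measured ATXN2-luciferase expression after a fluorogenic Gly-Phe-AFC viability readout (25 uM final).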
# HT1080NT lethal – qHTS for induction of synthetic lethality in tumor cells producing 2HG: qHTS for the HT-1080-NT fibrosarcoma cell line | Potency, µM (highest dose often 46.1 µM), for inactives: top-dose activity, negative = less viability, actives largely listed as cytotoxic | HT-1080-NT fibrosarcoma viability, CellTiter-Glo ATP luminescence, 48 h | AID 686970, 2013 | 360,000 tested, 1.6% active;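 note: NT is the 2HG producing partner of a matched IDH1 knockdown line; potency is the fitted concentration of half-maximal effect; 0% = DMSO-treated cells and -100% = media-only wells without cells; nearly all actives have a fitted effect of over 55% in size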
#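 HT-1080-NT; 750 cells/well; 5% FBS RPMI; 48 h compound, 37 degrees C; CellTiter-Glo luminescence; curve fitting and curve-class assignment.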
# Starred values were filed as active, the others as inactive; i = inactive; ? = inconclusive; nt = no result given; [ ] = another dose, or the depositor's remark. Unless noted, calls come from the whole dose curve; as a rule, active = well fitted curve in the direction sought with a large enough effect; inconclusive = small, poorly fitted or top-dose-only effect, or another doubt; inactive = no such curve, though single readings can be large; an effect the other way counts as inactive or inconclusive.
SMILES,IL1B secr inh,KB-3-1 tox,ATXN viability,HT1080 IDH1KD tx,MCF10A rerep,HepG2 viability,SW480 rerep,ATXN2 expr inh,HT1080NT lethal
O=C(c1cc2nc(-c3ccc(F)cc3)cc(C(F)(F)F)n2n1)N1CCOCC1,-16,9%,i,-1%,-2%,-64%,1%,5%,1%
CC(C)c1ccc(S(=O)(=O)N2CCN(CC(=O)Nc3ccc4c(c3)OCO4)CC2)cc1,-9,-4%,i,2%,11%,-3%,2%,-8%,5%
O=C(O)c1cc(O)c(O)c(O)c1,nt,nt,i,nt,-1%,nt,-8%,-10%,nt
CN1C(=O)c2ccc(C(=O)Nc3nccs3)cc2C1=O,-14,18%,i,17%,-4%,3%,-10%,5%,12%
CC(C)=N/N=C(/c1ccc([N+](=O)[O-])cc1)C12CN3CN(CN(C3)C1)C2,0,0%,i,9%,0%,3%,18%,nt,0%
CCC(=O)Nc1ccc(C(=O)NNC(=O)C2CCCCC2)cc1,7,10%,i,5%,0%,-2%,0%,4%,3%
CC(C)C1Nc2ccc(C(=O)NC3CCCCC3)cc2NC1=O (configuration not stated),-8,2%,i,-1%,1%,-5%,13%,-3%,2%
O=C(CS(=O)(=O)c1ccc(Cl)c(Cl)c1)Nc1ccccc1Cl,0,0%,i,-2%,-2%,-29%,5%,-5%,-6%
Cc1ccc(C(=O)NCCCN2CCOCC2)cc1S(=O)(=O)N1CCCCC1,11,4%,i,15%,23%,-3%,4%,14%,8%
Cc1cccnc1C(c1ccc(F)cc1)N(C)C(=O)C1CCN(CCCOc2ccc(F)cc2)CC1 (configuration not stated),?,0%,?,?,nt,-33%,nt,-23%,?
CCc1ccccc1NC(=O)C1CCCN(C(=O)c2cnn(-c3ccccc3)c2-n2cccc2)C1 (configuration not stated),nt,2%,i,nt,nt,-21%,nt,-3%,nt
O=C(CSc1nnc(NC(=O)C2CC(=O)N(c3ccc(F)cc3)C2)s1)NCc1ccco1 (configuration not stated),-6,1%,i,?,4%,-2%,23%,3%,-6%
COc1ccccc1C1SCCN1S(=O)(=O)c1cccc(C(F)(F)F)c1 (configuration not stated),?,-13%,i,-23%,12%,-25%,3%,-15%,-4%
O=C(CN1C(=O)COc2ccc(S(=O)(=O)N3CCOCC3)cc21)N1CCN(c2cccc(Cl)c2)CC1,nt,15%,i,nt,nt,-4%,nt,-1%,nt
CC1(Cc2ccc(OC(F)(F)F)cc2)C(=O)Nc2ccc(OC(F)(F)F)cc21 (configuration not stated),-13,0%,?,?,nt,18µM*,nt,?,?
CC(C)OC(=O)CSc1nnc(-c2ccc(C(C)(C)C)cc2)n1N,-1,15%,i,-3%,0%,1%,-2%,8%,-2%
CCCCN1C(=O)C(CC(=O)NCc2cccs2)CC(C(=O)N2CCOCC2)=C1C (configuration not stated),34,11%,i,0%,nt,-1%,nt,9%,0%
CC(=O)CC(=O)NC1CCc2ccccc21 (configuration not stated),51,-4%,i,-2%,-8%,-2%,-3%,-3%,-2%
OCCSc1c(F)c(SCCO)c(SCCO)c(F)c1SCCO,-8,-3%,i,4%,8%,3%,-2%,-2%,4%
Cc1ccsc1C(=O)OC(C)C(=O)NC1CCCCC1C (configuration not stated),-6,7%,i,-3%,0%,-20%,0%,-10%,-1%
COCCn1c(=NC(=O)c2ccc(S(=O)(=O)N3CCOCC3)cc2)sc2cc(S(N)(=O)=O)ccc21,19,8%,i,-23%,1%,-4%,8%,-18%,-17%
CC1CCN(C(=O)CNC(=O)c2cccc(OC(F)F)c2)CC1,-5,-8%,i,-7%,1%,22%,-58%[inhibitor],nt,1%
Cc1nc(N2CCOCC2)c(C#N)c(C)c1Br,-10,-5%,i,9%,-1%,8%,-3%[9.22 µM],-4%,4%
COc1ccccc1CCNC(=O)c1ccc(OC)c(OC2CCN(C(C)C)CC2)c1,i,-3%,i,-3%,4%,-3%,-1%,2%,-1%
COCCNC(=S)N/N=C/c1ccc(-c2ccc([N+](=O)[O-])cc2)o1,16,0%,i,4%,?,-31%,1%,nt,-13%
O=C(/C=C/c1cccs1)Nc1ccc(Br)cn1,78,1.3µM*,?,0.18µM*,?,19%,?,27%[11.3 µM],0.12µM*
COc1cccc(CNc2sc3c(c2C(=O)Nc2ccc(OC)cc2OC)CCC3)c1,nt,-8%,?,nt,nt,-31%,nt,-18%,nt
COc1cccc(C=Nc2cccc3c(=O)[nH][nH]c(=O)c23)c1O,-2,-29%,i,25%,1%,-4%,2%,nt,18%
CCCCCC(=O)N=Nc1c(O)[nH]c2ccc([N+](=O)[O-])cc12,11,3%,?,?,8%,3%,1%,-26%,25%
CN1CCN(CC(=O)N2c3ccccc3C(C)(c3ccccc3)CC2(C)C)CC1 (configuration not stated),-11,?,?,?,?,-17%,21µM*,?,-24%

# Structures above containing a thiophene ring, fused or not, in the order listed:
SMILES,IL1B secr inh,KB-3-1 tox,ATXN viability,HT1080 IDH1KD tx,MCF10A rerep,HepG2 viability,SW480 rerep,ATXN2 expr inh,HT1080NT lethal
CCCCN1C(=O)C(CC(=O)NCc2cccs2)CC(C(=O)N2CCOCC2)=C1C (configuration not stated),34,11%,i,0%,nt,-1%,nt,9%,0%
Cc1ccsc1C(=O)OC(C)C(=O)NC1CCCCC1C (configuration not stated),-6,7%,i,-3%,0%,-20%,0%,-10%,-1%
O=C(/C=C/c1cccs1)Nc1ccc(Br)cn1,78,1.3µM*,?,0.18µM*,?,19%,?,27%[11.3 µM],0.12µM*
COc1cccc(CNc2sc3c(c2C(=O)Nc2ccc(OC)cc2OC)CCC3)c1,nt,-8%,?,nt,nt,-31%,nt,-18%,nt

# Other structures:
SMILES,IL1B secr inh,KB-3-1 tox,ATXN viability,HT1080 IDH1KD tx,MCF10A rerep,HepG2 viability,SW480 rerep,ATXN2 expr inh,HT1080NT lethal
Cc1nn(CCC(=O)NNC(=S)Nc2cccc(Cl)c2)c(C)c1[N+](=O)[O-],4,6%,i,3%,1%,-2%,0%,-9%,8%
NC(=O)CN1C(=O)C(O)(CC(=O)c2ccccc2O)c2ccccc21 (configuration not stated),5,5%,i,9%,-5%,13%,-3%,-9%,5%
COc1ccc(Cc2nnc(SC(C)C(=O)Nc3ccc(C(N)=O)cc3)o2)cc1 (configuration not stated),6,-3%,i,-8%,-4%,-6%,-3%,0%,5%
COc1ccc(C)cc1NC(=O)CN1CCN(c2ccccn2)CC1,13,11%,i,15%,7%,-15%,-5%,-32%,8%
Cc1cccc(Nc2cc(=O)[nH]c(=O)[nH]2)c1C,-3,7%,i,-5%,-3%,13%,1%,-12%,0%
COc1ccc(OC)c(NC(=O)C2(C)CCN2Cc2ccccc2Cl)c1 (configuration not stated),-5,-5%,i,-35%,nt,-3%,nt,-6%,-17%
CNS(=O)(=O)c1cccc(C(=O)OC2CCOC2=O)c1 (configuration not stated),6,9%,i,16%,2%,15%,0%,1%,14%
CCC1(c2ccc(C)cc2)NC(=O)N(C(C)C(=O)Nc2ccc(N3CCOCC3)cc2)C1=O (configuration not stated),14,nt,i,1%,-7%,8%,1%,4%,0%
COc1ccc(NC(=O)COc2nc(N(C)C)nc(N(C)C)n2)cc1,26,-5%,i,-13%,17%,-4%,-2%,1%,-12%
Cc1nc2nc(NCc3ccccc3Cl)[nH]n2c(=O)c1Cc1ccccc1,nt,0%,i,nt,nt,-7%,nt,12%,nt
Cc1ccc(C)c(S(=O)(=O)N2CCN(C(C)C(=O)Nc3ccccc3-c3ccccc3)CC2)c1 (configuration not stated),0,?,i,-4%,?,-17%,18%,-16%,-6%
CN(C(=O)CSc1nc2cc(C(=O)O)ccc2c(=O)n1Cc1ccccc1)C1CCS(=O)(=O)C1 (configuration not stated),-4,2%,i,8%,-1%,11%,-4%,nt,2%
COc1ccc(CCNC(=O)c2cc3c(s2)-c2ccccc2OC3)cc1OC,nt,-1%,i,nt,nt,-31%,nt,?,nt
Cc1nc2cccnc2n1C1CCN(S(=O)(=O)N(C)C)CC1,nt,17%,i,nt,nt,-17%,nt,2%,nt
O=C1C=CC(=O)N1c1ccc(O)cc1,-8,5%,i,-7%,10µM*,7.9µM*,21µM*,nt,-2%
CC(c1ccccc1)C1CC(=O)N(c2ccccc2)C1=O (configuration not stated),-2,3%,i,13%,18%,-2%,-5%,2%,-4%
COc1ccc(/C=N\NS(=O)(=O)c2ccc(Br)cc2)cc1COc1ccccc1[N+](=O)[O-],-18,-3%,i,12%,21%,12%,?,-16%,7%
O=C(c1cccc(Br)c1)N1CCCc2ccccc21,37,3%,i,-1%,0%,-4%,-2%,-2%,-4%
O=C(Nc1cnccn1)c1ccc(F)cc1Cl,10,6%,i,2%,11%,-22%,-1%,nt,2%
CCCCOC(=O)c1ccc(Nc2nc3ccc(C)cc3n3cnnc23)cc1,nt,1%,i,nt,nt,-3%,nt,20%,nt
O=C(NCCNc1ccnc2cc(Cl)ccc12)c1ccccc1F,-14,?,?,-2%,1%,-23%,-3%,nt,-6%
Cn1c(=O)c2cc(NC(=O)CCc3ccc4c(c3)OCO4)ccc2n1Cc1ccc(F)cc1,?,?,?,?,nt,-2%,nt,?,-5%
O=C(O)/C(=C\c1ccc(Cl)c([N+](=O)[O-])c1)c1ccc(S(=O)(=O)N2CCCCC2)s1,18,16%,i,2%,1%,-3%,-2%,-21%,0%
